# TCR CD3 inh = inhibitors of human TCR-CD3 interaction. inhibition, % at 9.4 µM. TAMRA-labeled TCR probe fluorescence, biochemical. 360,000 tested, 0.37% active; in the data active = inhibition above about 19%;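 note: recombinant mutant TCR 2C K166C tagged with TAMRA read by polarization; 0% = receptor in buffer alone and 100% = receptor with positive control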
# DDE Tn6 FP inh = disrupts Tn6 cyclic peptide binding to fibrin D-Dimer-E complex | P02675 | Fibrin DD(E) TRITC-Tn6 fluorescence polarization displacement | inhibition, % at 8.3 µM | 370,000 tested, 0.21% active | AID 720509;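 active = inhibition above a per-campaign cutoff: mean of compounds within control limits plus 3 SD, cut at about 15% in these data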;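 note: 0% = median of all compound wells on the plate and 100% = blocking peptide control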
# TDP2 inh = TDP2 (human) inhibition, absorbance primary screen | O95551 | recombinant TDP2, T5PNP hydrolysis, p-nitrophenol absorbance 415 nm | inhibition, % at 12.8 µM | 370,000 tested, 0.34% active | AID 720702;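 active = inhibition above the mean of all tested compounds plus 3 SD, set per campaign, cut at about 25% in these data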;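 note: 0% = DMSO with enzyme and 100% = buffer with substrate but no TDP2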
# Target sequence (O95551 whole entry, looked up): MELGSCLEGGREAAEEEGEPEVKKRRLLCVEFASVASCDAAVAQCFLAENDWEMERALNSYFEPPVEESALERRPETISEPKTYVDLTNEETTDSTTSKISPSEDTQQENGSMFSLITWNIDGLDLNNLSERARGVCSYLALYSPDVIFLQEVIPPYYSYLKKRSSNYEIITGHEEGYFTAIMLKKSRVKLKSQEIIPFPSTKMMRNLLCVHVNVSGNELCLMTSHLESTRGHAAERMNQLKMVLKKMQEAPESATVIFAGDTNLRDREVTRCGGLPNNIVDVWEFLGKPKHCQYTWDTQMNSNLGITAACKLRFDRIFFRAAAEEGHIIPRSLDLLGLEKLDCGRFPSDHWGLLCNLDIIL
#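 Incubation: 2 h at 37 °C; Test system: recombinant human TDP2; Quantity: enzyme 120 nM; Read-out basis: percent inhibition; Medium: 50 mM Tris-HCl pH 7.5 with Mg2+, KCl, DTT, BSA; Repeats: single replicate; Compound: 12.8 µM single point, 1% DMSO; Signal: epi absorbance; Reagent: 5 mM T5PNP chromogenic substrate; Benchmarks: no-enzyme high, DMSO-plus-enzyme low.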
# LEDGF integ inh = blocks HIV-1 LEDGF/p75-dependent DNA integration | TR-FRET IN-LEDGF/p75 DNA integration, Eu/Cy5 | inhibition, % at 3.7 µM | 370,000 tested, 0.64% active;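 active = inhibition above the screen-wide mean plus 3 SD, cut at about 13% in these data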;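 note: signal is the Cy5 over europium emission ratio at 671 and 618 nm; 0% = plate median of compound wells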
# UHRF1 MBD2 ctr = blocks human UHRF1 binding to methylated DNA | Q96T88 | UHRF1 binding to methylated oligo, TR-FRET | inhibition, % at 4.4 µM | 370,000 tested, 0.75% active; in the data active = inhibition above about 21%;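 note: UHRF1 SRA domain binding a hemimethylated CpG hairpin DNA probe; 0% = median of test compound wells and 100% = reference inhibitor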
# SIAE inh = human SIAE inhibition, primary screen; Q9HAT2; SIAE FP-Rh probe binding, fluorescence polarization; inhibition, % at 9.66 µM; 370,000 tested, 0.69% active; AID 1053197;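 active = inhibition above a cutoff: mean of compounds within the control limits plus 3 SD of those, cut at about 17% in these data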;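 note: 0% = plate median of compound wells and 100% = probe without SIAE protein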
# PRMT1 inh = inhibitors of human PRMT1; recombinant PRMT1, activity-based probe fluorescence polarization; AID 652257; Q99873; inhibition, % at 2.79 µM; 370,000 tested, 1.3% active;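 active = inhibition above about 21% made by adding two undisclosed values, limit read from the data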
# proKLK7 act = activators of human kallikrein-7 zymogen | 370,000 tested, 0.9% active | purified proKLK7, EDANS-DABCYL substrate fluorescence; 100% is mature enzyme control, 0% vehicle | activation, % at 7 µM | P49862;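 active = activation above the mean of all tested compounds plus 3 SD, computed per campaign excluding outliers beyond control limits, cut at about 13% in these data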
# Target sequence (P49862 whole entry, looked up): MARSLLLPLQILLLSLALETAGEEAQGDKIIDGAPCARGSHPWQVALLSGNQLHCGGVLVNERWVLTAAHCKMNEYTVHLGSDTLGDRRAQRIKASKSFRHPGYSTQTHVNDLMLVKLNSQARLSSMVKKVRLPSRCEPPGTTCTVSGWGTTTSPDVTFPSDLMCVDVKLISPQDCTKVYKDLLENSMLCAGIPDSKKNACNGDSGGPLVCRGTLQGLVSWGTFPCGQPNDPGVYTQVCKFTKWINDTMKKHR
# MBD2 inh = blocks human MBD2 binding to methylated DNA | 370,000 tested, 0.31% active | inhibition, % at 4.4 µM | AID 686964 | TR-FRET, MBD2 binding to methylated oligonucleotide | Q9UBB5; in the data active = inhibition above about 13%
# Target sequence (Q9UBB5 whole entry, looked up): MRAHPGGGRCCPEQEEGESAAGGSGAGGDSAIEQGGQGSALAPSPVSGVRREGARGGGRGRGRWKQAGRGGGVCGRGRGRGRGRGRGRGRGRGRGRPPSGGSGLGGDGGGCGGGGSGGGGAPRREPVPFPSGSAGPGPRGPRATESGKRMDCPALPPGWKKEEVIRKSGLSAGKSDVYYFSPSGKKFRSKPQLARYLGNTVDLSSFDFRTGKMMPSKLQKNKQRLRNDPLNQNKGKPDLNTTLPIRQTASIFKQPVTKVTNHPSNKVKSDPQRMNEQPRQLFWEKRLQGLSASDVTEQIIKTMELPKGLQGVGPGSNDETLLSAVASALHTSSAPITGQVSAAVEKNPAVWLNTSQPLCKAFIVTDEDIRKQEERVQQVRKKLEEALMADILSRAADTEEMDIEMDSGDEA
# Tn7 DDE FP = disrupts Tn7 cyclic peptide binding to fibrin D-Dimer-E complex. P02675. FP displacement of FITC-Tn7 peptide from fibrin DD(E); 0% = median of compound wells per plate. inhibition, % at 8.3 µM. 370,000 tested, 0.13% active. AID 720508;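 active = inhibition above the mean of compounds falling within the control limits plus 3 SD of them, cut at about 14% in these data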;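 note: 0% = plate median of compound wells and 100% = 10 µM Aha-Tn7 peptide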
#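 Also added: labelled Tn7 tracer, 0.1 µM; Assay system: human fibrin DD(E) protein; Amount: 2 µM fibrin DD(E); Schedule: 10 min compound pre-incubation, 3 h probe incubation at room temperature; Repeats: one replicate per compound; Read-out basis: percent inhibition; Measured by: fluorescence polarization of the labelled Tn7 tracer.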
# The depositor's hits bear a star.
entry	compound	PRMT1 inh	proKLK7 act	SIAE inh	MBD2 inh	DDE Tn6 FP inh	LEDGF integ inh	Tn7 DDE FP	TDP2 inh	TCR CD3 inh	UHRF1 MBD2 ctr
1	Cc1cc(C)c(NC(=O)CC(C)(C)C)c(Cl)c1	0	0.5	-3	-3	-1	0	-2	8	1	0
2	Cc1ccc(NC(=O)COC(=O)c2ccc([N+](=O)[O-])o2)cc1S(=O)(=O)N1CCCCC1	1	0.1	6	-7	3	-1	8	-5	2	-6
3	CC(C)(C)C(=O)Nc1nnc(COc2ccc(Cl)cc2)s1	1	0.2	-5	0	-5	-3	2	8	-1	1
4	O=C(c1cccc(Br)c1)N1CCN(c2cnn(-c3ccccc3)c(=O)c2Cl)CC1	4	0.7	-5	3	2	1	-10	3	5	0
5	OC(COc1cccc2ccccc12)CN1CCN(c2ccccc2Cl)CC1 (stereo unspecified)	-1	0.4	2	-6	2	2	-8	-1	-6	-1
6	Cc1cc2c(=O)n(C)c(SCC(=O)NC3CCCC3)nc2s1	-1	0.4	-2	0	0	1	-4	3	4	2
7	CC1CCC2(CC1)NC(=O)N(CC(=O)N1CCN(S(=O)(=O)c3ccc4c(c3)CCC4)CC1)C2=O (stereo unspecified)	-2	0.2	5	-3	-2	1	0	7	-3	-1
8	O=[N+]([O-])c1ccc(Sc2n[nH]c(-c3ccc(Cl)cc3Cl)n2)nc1	2	0.7	14	-5	5	0	6	-4	2	1
9	O=C(OCc1nc2ccccc2s1)c1ccccc1O	-2	1.2	1	5	-5	1	-3	-3	6	-1
10	NC(=O)c1c(NC(=O)CSc2nnc(Cc3ccccc3)n2Cc2ccco2)sc2c1CCC2	1	-0.5	-1	1	7	0	0	7	5	0
11	O=C(Nc1ccc(Cl)cc1C(=O)O)c1ccc2c(c1)C(=O)N(Cc1ccco1)C2=O	5	-0.6	-15	-3	-5	-1	-7	3	3	4
12	O=C(C1CCC(=O)N(C2CCCCCC2)C1)N1CCN(c2ccccc2Cl)CC1 (stereo unspecified)	6	0.1	4	9	4	0	-2	-3	-1	4
13	O=C(NCCN1CCN(C(=O)c2cccc(Br)c2)CC1)C(=O)Nc1ccc(Br)cc1	-3	0.4	-2	-2	-9	-1	-2	9	2	-3
14	Cc1cc(C)n2nc(SCCOc3ccccc3)nc2n1	-7	0.3	0	5	-3	5	-8	-6	6	-1
15	CCOC(=O)CSc1nc2sc3c(c2c(=O)n1CC)CC(C)(C)OC3	2	0.2	1	0	-5	-3	-4	1	-4	3
16	O=C(CCn1c(=O)sc2ccccc21)NCCN1CCOCC1	1	-0.2	2	0	-1	-1	3	6	0	0
17	CCCCN(CCCC)CCNC(=O)c1cn(CC)c2ccc(S(=O)(=O)N(C)C3CCCCC3)cc2c1=O	2	-0.5	-6	8	-12	-3	7	-12	-1	0
18	CCOC(=O)c1nc(C)n(-c2ccc([N+](=O)[O-])cc2)n1	-1	0.3	3	2	-4	-2	-1	0	-7	0
19	Oc1ccc2nnc3c(Br)cnn3c2c1	50*	5.7	-9	-8	-6	-6	17*	3	2	-16
20	Cc1nn(C)c(Cl)c1/C=N/OC(=O)c1ccc(F)cc1	-3	0.1	-3	-4	6	2	1	1	1	-2
21	O=C(CSc1n[nH]c(=O)n1-c1cccnc1)Nc1ccccc1Cl	5	0.2	-1	2	-3	1	-5	2	5	1
22	CC(CN1CCCCC1)OC(=O)/C=C/c1ccccc1 (stereo unspecified)	-1	-0.1	-3	-1	-2	-2	0	8	1	-2
23	CCCn1nc(C(=O)N2CCc3ccccc32)c2ccccc2c1=O	-1	0.0	6	-4	1	2	-7	3	7	-2
24	Cn1cccc1Cc1nnc(SCC(=O)NCc2ccc3c(c2)OCO3)n1CCc1ccccc1	11	0.8	0	0	-3	6	2	-5	-2	6
25	COCc1[nH]nc2c1C(c1cccc(OC)c1)C(C#N)=C(N)O2 (stereo unspecified)	-2	0.5	5	-3	-3	-1	1	3	2	-7
26	CC(C)c1cc(=O)[nH]c(SCC(=O)NC2CCCC2)n1	3	0.1	1	3	-4	-3	1	-1	-3	2
27	c1csc(-c2nc(NCCCN3CCOCC3)c3ccccc3n2)c1	1	0.5	5	1	6	-5	4	-5	-6	4
28	O=C(O)/C(=N/NC(=O)c1ccc(Cl)cc1)c1ccccc1	-7	-0.4	-7	-3	0	4	-5	-7	4	-1
29	CN(CCC#N)C(=S)Nc1ccc(Oc2ccccc2)cc1	0	0.4	3	2	1	1	1	10	0	6
30	COC(=O)COc1ccc(NC(=O)C(c2ccccc2)c2ccccc2)cc1	-5	0.3	1	-3	-5	1	-9	-12	-4	1
31	CC1CCCCC1NC(=O)CSc1nnnn1-c1ccccc1 (stereo unspecified)	0	0.4	-2	4	-2	0	-12	3	4	1
32	CSc1nc(SCC(=O)O)c2sc3nc(-c4ccccc4)c4c(c3c2n1)CCC4	4	-1.2	-31	0	0	3	-6	-9	6	2
33	CCOc1ccc(-n2c(SCC(=O)O)nc3sc4c(c3c2=O)CCCC4)cc1	1	0.6	8	4	-3	0	-5	-8	-15	1
34	Cc1cc(NC(=O)COC(=O)C2CCN(S(=O)(=O)c3ccc(Cl)cc3)CC2)no1	2	0.1	3	3	-6	-3	-7	-11	-6	5
35	CCN(CC)CCNC(=O)CCc1c(C)nc2c(c(C)nn2-c2ccc(C)cc2)c1C	0	7.4	5	2	9	4	2	3	5	2
36	O=C(O)CC1S/C(=N/N=C2CCCCC2)N(c2ccccc2)C1=O (stereo unspecified)	1	-1.2	-1	2	-6	-2	-1	5	0	1
37	CNC(=S)N1CCN(c2ccc(OC)cc2)CC1	3	-0.6	0	1	-1	-1	7	9	-3	4
38	COc1cnc(NS(=O)(=O)c2ccc(N)cc2)nc1	1	0.7	-1	-1	1	2	4	4	6	0
39	NNc1nc(-c2ccccc2)nc(-c2ccccc2)c1Br	9	-1.3	-9	4	-14	1	-3	-16	-8	3
40	CN(Cc1ccccc1)S(=O)(=O)c1ccc(Cl)c(C(=O)NCCCN2CCOCC2)c1	3	0.4	-1	6	-7	-5	-4	-11	1	-1
41	CC(=O)N1CCCC1(C(=O)O)c1ccccc1 (stereo unspecified)	-1	0.0	1	-3	-2	-4	-2	8	-1	-2
42	CC(C)(C)C(=O)Nc1c2c(nc3c1CCC3)CCCC2	1	0.3	2	3	-8	1	-4	12	2	-2
43	COC(=O)N/N=C/c1cc(Br)ccc1O	3	-53	0	6	8	-2	2	-1	-4	4
44	CC1(C)C(=O)Nc2ccccc2N1C(=O)COc1ccccc1C#N	4	-0.1	9	8	2	-4	0	1	-1	1
45	O=c1oc2ccccc2n1Cc1ccccc1	7	0.7	-6	1	-4	7	-1	-6	-11	6
46	COC(=O)[C@H](CCSC)NC(=O)Nc1cccc(Br)c1	-1	0.1	2	-2	4	11	0	-12	-6	-1
47	CCOC(=O)C1(Cc2cccc(Cl)c2)CCCN(C(=O)c2cc(C)[nH]n2)C1 (stereo unspecified)	-1	-0.4	-7	0	0	2	0	-11	6	2
48	CCCOc1ccc(NC(=O)C2CC(=O)N/C(=N/N=C(C)/C=C/c3ccc(N(C)C)cc3)S2)cc1 (stereo unspecified)	0	-14	4	0	3	-2	-7	-9	1	-4
49	CC(OC(=O)c1cccc(N(C)C)c1)C(=O)N1CCc2ccccc2C1 (stereo unspecified)	-1	0.8	6	4	-4	0	-5	-7	7	1
50	CCN1C(=O)C(NC(C)=O)c2cc(Br)ccc21 (stereo unspecified)	-3	-0.1	1	4	-3	1	3	2	4	-5
51	Cc1cccc(Nc2ncc3c(n2)CC(C)CC3=O)c1 (stereo unspecified)	0	0.1	0	0	0	-2	-5	10	0	1
52	O=S(=O)(Nc1ccc(Cl)cc1)c1ccc(N2CCOCC2)c(NC(=S)NCCN2CCOCC2)c1	49*	0.9	2	2	7	-2	2	9	8	-3
53	COc1ccc(NC(=O)C2CCCN2S(=O)(=O)c2ccc3c(c2)CCC(=O)N3)c(OC)c1 (stereo unspecified)	-1	0.3	3	-1	-5	4	-2	3	4	-5
54	CC1CCCC(NC(=O)CSC2=Nc3ccccc3C3CC=NN23)C1C (stereo unspecified)	-2	-0.1	-1	1	-8	3	-3	-6	1	-1
55	Cc1cc(C)c(OCC(=O)N2CCN(c3ncc(C(F)(F)F)cc3Cl)CC2)c(C)c1	0	0.6	-1	2	-5	3	0	3	11	4
56	COC(=O)c1nn(-c2cccc(C(F)(F)F)c2)c(=O)cc1Sc1ccccn1	-2	0.3	-3	-1	1	4	-5	-13	-3	2

# Ordered by value in proKLK7 act (ascending): some entries from above
entry	compound	PRMT1 inh	proKLK7 act	SIAE inh	MBD2 inh	DDE Tn6 FP inh	LEDGF integ inh	Tn7 DDE FP	TDP2 inh	TCR CD3 inh	UHRF1 MBD2 ctr
54	CC1CCCC(NC(=O)CSC2=Nc3ccccc3C3CC=NN23)C1C (stereo unspecified)	-2	-0.1	-1	1	-8	3	-3	-6	1	-1
53	COc1ccc(NC(=O)C2CCCN2S(=O)(=O)c2ccc3c(c2)CCC(=O)N3)c(OC)c1 (stereo unspecified)	-1	0.3	3	-1	-5	4	-2	3	4	-5
55	Cc1cc(C)c(OCC(=O)N2CCN(c3ncc(C(F)(F)F)cc3Cl)CC2)c(C)c1	0	0.6	-1	2	-5	3	0	3	11	4

# (continued)
entry	compound	PRMT1 inh	proKLK7 act	SIAE inh	MBD2 inh	DDE Tn6 FP inh	LEDGF integ inh	Tn7 DDE FP	TDP2 inh	TCR CD3 inh	UHRF1 MBD2 ctr
57	O=C(O)Cn1cc(/C=C2\SC(=O)N(c3ccccc3)C2=O)c2ccccc21	-3	0.1	-3	1	5	1	4	-3	4	-3
58	CCOc1ccc(-n2cnnn2)cc1S(=O)(=O)NCCc1ccc(OC)c(OC)c1	-1	-0.3	-2	3	0	-4	5	3	5	1
59	COc1ccc(N(CC(=O)NCCC2=CCCCC2)S(=O)(=O)c2c(C)[nH]c(=O)[nH]c2=O)cc1	-1	-0.4	1	-5	-2	3	0	2	-2	1
60	CCN(CC)S(=O)(=O)c1ccc(C(=O)OCC(=O)NC2CCCC2)cc1	2	0.4	0	-4	-10	-5	0	6	-2	2
61	C[C@H](CO)N1C[C@H](C)[C@@H](CN(C)C(=O)C2CC2)OCc2cn(nn2)CCCC1=O	-1	-0.2	3	5	0	-4	2	11	1	0
62	CC1N(C)c2cc(NC(=O)c3cccs3)c(P(=O)(Nc3ccc([N+](=O)[O-])cc3)N3CCOCC3)cc2C1(C)C (stereo unspecified)	3	0.5	9	-3	-5	-4	-2	-5	-2	5
63	CCc1cccc2c(C(=O)COC(=O)c3ccc([N+](=O)[O-])s3)c[nH]c12	-3	0.6	1	-1	-5	-1	-2	15	-6	-1
64	Cc1cccc(-n2ncc(C(=O)NC3CCCC3)c2C2CCN(C(=O)OC(C)(C)C)CC2)c1	-2	0.7	-2	0	2	1	2	0	4	0
65	Nc1ccc(N2CCOCC2)cc1C(F)(F)F	-2	-0.1	1	-1	1	-2	2	-8	7	-2
